Screens from PubChem BioAssay.
STK33 kinase inh: blocks human STK33 kinase activity. Q9BYT3. purified STK33, MBP phosphorylation, ADP-Glo luminescence. inhibition, % at 10 µM. hit rate 0.073% among 320,000. AID 2661;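 active = inhibition at or above 25%, using the most active replicate where run in duplicate; inactive = inhibition below 25%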
Target sequence (Q9BYT3 whole entry, looked up): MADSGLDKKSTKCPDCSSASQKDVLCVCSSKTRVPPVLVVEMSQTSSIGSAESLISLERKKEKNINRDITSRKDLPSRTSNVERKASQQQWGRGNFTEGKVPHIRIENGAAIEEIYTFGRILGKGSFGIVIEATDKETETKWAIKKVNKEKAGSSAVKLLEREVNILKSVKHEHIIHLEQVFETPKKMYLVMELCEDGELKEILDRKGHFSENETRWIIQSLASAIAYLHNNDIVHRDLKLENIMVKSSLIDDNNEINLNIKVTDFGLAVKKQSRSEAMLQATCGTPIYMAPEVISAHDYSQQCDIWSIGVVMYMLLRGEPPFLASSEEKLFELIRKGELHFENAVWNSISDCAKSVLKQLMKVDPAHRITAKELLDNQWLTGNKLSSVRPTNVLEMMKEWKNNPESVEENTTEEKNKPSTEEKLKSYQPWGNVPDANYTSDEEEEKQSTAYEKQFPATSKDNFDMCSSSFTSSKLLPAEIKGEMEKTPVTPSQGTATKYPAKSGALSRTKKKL
Kir21 inh: inhibitors of mouse Kir2.1 inward-rectifier potassium channel. P35561. HEK293-Kir2.1, FluxOR thallium flux fluorescence; active compounds read low. B-score at 10 µM. hit rate 0.85% among 310,000;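 active = fluorescence ratio B-score at or below minus 3 SD of library scores, with starting-brightness B-score within 2 SD, cut at about -4.2 in these data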;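 also: channel flux triggered by added potassium and thallium sulfate stimulus; B-score of peak minus minimum fluorescence over baseline after thallium stimulus; more negative B-score means stronger Kir2.1 block with less thallium influx; some compounds called inactive have numbers as strong as hits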
Target sequence (P35561 whole entry, looked up): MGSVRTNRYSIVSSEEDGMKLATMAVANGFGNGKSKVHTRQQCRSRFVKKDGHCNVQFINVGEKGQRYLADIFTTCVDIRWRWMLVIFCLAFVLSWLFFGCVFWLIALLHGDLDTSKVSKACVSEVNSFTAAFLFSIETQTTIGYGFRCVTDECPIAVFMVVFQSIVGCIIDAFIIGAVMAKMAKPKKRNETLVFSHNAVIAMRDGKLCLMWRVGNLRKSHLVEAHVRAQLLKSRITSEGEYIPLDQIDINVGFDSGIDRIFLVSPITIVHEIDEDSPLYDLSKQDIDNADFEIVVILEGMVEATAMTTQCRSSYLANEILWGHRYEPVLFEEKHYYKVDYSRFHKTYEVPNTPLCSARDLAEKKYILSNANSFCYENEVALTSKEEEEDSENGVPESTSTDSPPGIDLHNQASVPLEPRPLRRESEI
Active calls of the source: *.

Results for COc1ccc(C(O)Cn2cc([N+](=O)[O-])nc2C)cc1 (stereo not drawn) ?
STK33 kinase inh: -1.2; Kir21 inh: -0.88

What do the screens show for `Brc1ccc(/C=N/Nc2ncnc3c2cnn3Cc2ccccc2)cc1`?
STK33 kinase inh: -1.2; Kir21 inh: -0.17

How did CCC(Oc1ccccc1)C(=O)Nc1ccc(S(=O)(=O)Nc2cnc3ccccc3n2)cc1 (stereo not drawn) do in these assays?
STK33 kinase inh: -2.9; Kir21 inh: -1.2

Results for O=C(O)CCCC(=O)Nc1ccc(-n2ccc(C(F)(F)F)n2)cc1 ?
STK33 kinase inh: -0.9; Kir21 inh: 0.24

How did O=C(CN1CCCN(S(=O)(=O)c2ccc(Br)cc2)CC1)Nc1ccc2cn[nH]c2c1 do in these assays?
Kir21 inh: -0.57

What do the screens show for `O=C(NCc1cccnc1)c1cc(-c2ccc(Cl)cc2)oc1C(F)(F)F`?
STK33 kinase inh: -0.8; Kir21 inh: -0.43

What do the screens show for `Cn1cccc1C(=O)NNC(=O)COc1ccccc1F`?
STK33 kinase inh: -2.9; Kir21 inh: 0.05

Results for Cc1ccc(S(=O)(=O)NCCC(=O)N2CC(C)OC(C)C2)cc1 (stereo not drawn) ?
STK33 kinase inh: -0.8; Kir21 inh: 0.17

Results for O=C(O)CS(=O)CC(=O)Nc1cccc(C(F)(F)F)c1 (stereo not drawn) ?
STK33 kinase inh: 0.8; Kir21 inh: -1.4

Results for COc1ccc(C(=O)C[n+]2ccccc2/C=N/O)cc1 ?
STK33 kinase inh: -1.6; Kir21 inh: -2.5

What do the screens show for `CCOc1ccc(/C=C/c2c([N+](=O)[O-])c(=O)n(C)c(=O)n2C)cc1`?
STK33 kinase inh: 0.5; Kir21 inh: 2.8

What do the screens show for `Cc1cc(Cn2ccnc2)c(C)cc1Cn1ccnc1`?
STK33 kinase inh: 0.1; Kir21 inh: 0.27

What do the screens show for `COc1ccc(Cl)c(NC(=O)NCCN2CCN(c3ccccc3)CC2)c1`?
STK33 kinase inh: -2.1; Kir21 inh: -0.6

How did CC1(C)CC(=O)C=C(Nc2ccc(C(=O)O)c(O)c2)C1 do in these assays?
STK33 kinase inh: -1.8; Kir21 inh: -0.57

Results for COc1ccc(CNc2ccc([N+](=O)[O-])cc2C)cc1 ?
STK33 kinase inh: 2.5; Kir21 inh: 1.6

What do the screens show for `COCc1cc(=O)[nH]c(/N=C(\N)Nc2c(F)cccc2F)n1`?
STK33 kinase inh: -3.0; Kir21 inh: 0.32

How did COc1ccccc1CN1C[C@@H]2C[C@@H](c3ccccc3OC)N3CCC[C@@]23C1=O do in these assays?
STK33 kinase inh: -0.2; Kir21 inh: -0.13

How did COc1ccc(CC(=O)N(Cc2ccccc2)c2ccc(C)cc2)cc1S(=O)(=O)N1CCOCC1 do in these assays?
STK33 kinase inh: -0.9; Kir21 inh: -0.01

How did O=C(O)c1ccc(CNCc2ccc(F)cc2)cc1 do in these assays?
STK33 kinase inh: -1.6; Kir21 inh: 0.15

Results for CCOC(=O)c1c(C)[nH]c(C)c1C(=O)CSc1nc(N)cc(=O)[nH]1 ?
STK33 kinase inh: -0.5; Kir21 inh: -1.2

How did O=[N+]([O-])c1cc(N=Nc2ccc3ccccc3c2)ccc1O do in these assays?
STK33 kinase inh: 1.0; Kir21 inh: 0.65

How did O=C(NC1CC1)C1=C[C@@H](c2coc3ccccc3c2=O)C[C@@H](OCCCCO)O1 do in these assays?
STK33 kinase inh: -1.0; Kir21 inh: 1.1

How did COc1ccc(-c2csc3ncnc(NCCN4CCOCC4)c23)cc1 do in these assays?
STK33 kinase inh: 2.0; Kir21 inh: -1.5

What do the screens show for `CC(C)(C)NC(=O)NC(=O)COC(=O)Cc1c(Cl)cccc1Cl`?
STK33 kinase inh: -0.7; Kir21 inh: -1.5

What do the screens show for `Cc1ccccc1CN1CCN(CC(=O)NCc2ccc3c(c2)OCO3)C1=O`?
STK33 kinase inh: -1.1; Kir21 inh: 2.1

What do the screens show for `O=C(CN1CCN(S(=O)(=O)/C=C/c2ccccc2)CC1)NC(=O)NCc1ccco1`?
STK33 kinase inh: -1.1; Kir21 inh: 2.3

What do the screens show for `COc1ccc(NC(C)=O)cc1S(=O)(=O)NC(C)c1ccc(-n2ccnc2)cc1` (stereo not drawn)?
STK33 kinase inh: -0.9

Results for COc1cccc(C(=O)Nc2cc(NC(=O)c3cccs3)ccc2C)c1 ?
STK33 kinase inh: -1.0; Kir21 inh: 0.21

What do the screens show for `O=C(CSc1nnnn1-c1ccccc1)c1cc2ccccc2oc1=O`?
STK33 kinase inh: -0.8; Kir21 inh: -0.55

How did Cc1ccc(O)c(CNc2nccs2)c1 do in these assays?
STK33 kinase inh: 0.3; Kir21 inh: 0

What do the screens show for `CCOC(=O)C1CCN(S(=O)(=O)c2ccc3c(c2)CC(C)N3C(=O)C2CC2)CC1` (stereo not drawn)?
STK33 kinase inh: -0.1; Kir21 inh: -1.7

Results for NC(=O)c1ccccc1NC(=O)CC1(CC(=O)O)CCCC1 ?
STK33 kinase inh: -1.5; Kir21 inh: -0.34

What do the screens show for `COC(=O)c1ccc(CSCc2ccc(C#N)cc2)cc1`?
STK33 kinase inh: -0.3; Kir21 inh: -0.85

How did Cc1cc(C)cc(N(CC(=O)NC2CCC(C)CC2)S(=O)(=O)c2c(C)noc2C)c1 (stereo not drawn) do in these assays?
STK33 kinase inh: 0.7

Results for CN(C(=S)Nc1ccc(Oc2ccccc2)cc1)C1CCCCC1 ?
STK33 kinase inh: -1.6; Kir21 inh: 0.15

How did COc1cccc(-c2nnc(SCC(=O)N3CCCc4ccccc43)o2)c1 do in these assays?
STK33 kinase inh: -0.6; Kir21 inh: -1.7

How did O=C(Nc1nc(-c2ccccn2)cs1)Nc1ccc(F)cc1F do in these assays?
STK33 kinase inh: -0.4; Kir21 inh: 0.9

Results for COc1ccc(/C=C2/SC(=S)N(c3ccc(S(=O)(=O)Nc4nccs4)cc3)C2=O)cc1 ?
STK33 kinase inh: -0.3; Kir21 inh: 0.21

Results for CSCc1cc(N(C)c2ccccc2)nc(-c2ccccc2)n1 ?
STK33 kinase inh: 0.3; Kir21 inh: -1.1

What do the screens show for `O=C1c2ccccc2C(=O)C1c1ccncc1`?
STK33 kinase inh: 23

How did CC(C)Cn1c(CN2CCN(C)C(CCO)C2)nc2ccccc21 (stereo not drawn) do in these assays?
STK33 kinase inh: 0.9; Kir21 inh: 1.6

Results for CCCOc1ccc(C(C)=O)cc1CC(C(N)=O)C(N)=O ?
STK33 kinase inh: 1.4; Kir21 inh: 0.44

What do the screens show for `COc1ccc(/C=C2\SC(=S)N(CCC(=O)N(CCO)Cc3ccccc3)C2=O)cc1OC`?
STK33 kinase inh: -1.4; Kir21 inh: -0.33

How did COc1ccc(CC(=O)Nc2ccc3c(c2)C(=O)N(CCC(=O)O)C3=O)cc1 do in these assays?
STK33 kinase inh: -1.3; Kir21 inh: -1.2

What do the screens show for `CC(=O)NCCn1c(SCC(=O)NC2CCCCC2)nc2ccccc2c1=O`?
STK33 kinase inh: -1.9; Kir21 inh: 2.7

Results for O=C(NC1CCCCC1)N1CCN(c2ccccc2)CC1 ?
STK33 kinase inh: -1.6; Kir21 inh: 2

How did COc1cccc(CNC(=O)c2cnc(-c3ccccn3)nc2C(F)(F)F)c1 do in these assays?
STK33 kinase inh: -2.8; Kir21 inh: -0.06

What do the screens show for `CCc1n[nH]c(=S)n1/N=C/C(C)=C\c1ccccc1`?
Kir21 inh: 0.15

What do the screens show for `CCCc1nnc(NC(=O)Cn2c(=O)sc3ccccc32)s1`?
STK33 kinase inh: -0.7; Kir21 inh: -0.97

Results for CCN1CCN(C(=O)C2CCCN(S(=O)(=O)c3cc(Cl)ccc3Cl)C2)CC1 (stereo not drawn) ?
STK33 kinase inh: -1.7; Kir21 inh: -0.95

What do the screens show for `CCOC(=O)Cn1c(CN2CCOCC2)nc2c1c(=O)n(C)c(=O)n2C`?
STK33 kinase inh: -1.1; Kir21 inh: 0.12

How did C/C(=C\C(=O)C(F)(F)F)Nc1ccc(C(F)(F)F)cc1 do in these assays?
STK33 kinase inh: -0.7; Kir21 inh: 0.56

What do the screens show for `COc1ccccc1CNC(=O)CN1CCN(S(=O)(=O)c2cccs2)CC1`?
STK33 kinase inh: -0.6; Kir21 inh: -0.31

What do the screens show for `CCN(CC)CCNC(=O)c1ccc2c(=O)n(C3CCCC3)c(=S)[nH]c2c1`?
STK33 kinase inh: 1.2; Kir21 inh: -0.83

What do the screens show for `COc1ccc(OC)c(C(=O)c2ccc(C(=O)Nc3ccc(NC(C)=O)cc3)cc2)c1`?
STK33 kinase inh: 0.3; Kir21 inh: 1.8

What do the screens show for `COc1ccccc1NC(=O)CCC(=O)OC(C)C(=O)c1ccccc1` (stereo not drawn)?
STK33 kinase inh: 0.5; Kir21 inh: -1.2

How did Cc1ccc(NC(=O)NNC(=O)c2ccccc2)cc1 do in these assays?
STK33 kinase inh: -2.1; Kir21 inh: 2.4

What do the screens show for `COc1ccccc1/C=C/C(=O)OCC(=O)c1c(N)n(C)c(=O)n(C)c1=O`?
STK33 kinase inh: -0.8; Kir21 inh: -2

What do the screens show for `Cc1ccc(C(=O)NCC(=O)NC2CCCCCC2)cc1`?
STK33 kinase inh: 0.5; Kir21 inh: 0.89

What do the screens show for `CSc1ccc(/C=N/n2c(C)nc3ccccc3c2=O)cc1`?
Kir21 inh: 0.3

A draw from above in order of formula weight, low to high:
What do the screens show for `COc1ccccc1NC(=O)CCC(=O)OC(C)C(=O)c1ccccc1` (stereo not drawn)?
STK33 kinase inh: 0.5; Kir21 inh: -1.2

What do the screens show for `CCOC(=O)Cn1c(CN2CCOCC2)nc2c1c(=O)n(C)c(=O)n2C`?
STK33 kinase inh: -1.1; Kir21 inh: 0.12

What do the screens show for `COc1ccccc1CNC(=O)CN1CCN(S(=O)(=O)c2cccs2)CC1`?
STK33 kinase inh: -0.6; Kir21 inh: -0.31

Results for CCN1CCN(C(=O)C2CCCN(S(=O)(=O)c3cc(Cl)ccc3Cl)C2)CC1 (stereo not drawn) ?
STK33 kinase inh: -1.7; Kir21 inh: -0.95

Quoted at random: four entries already listed
Results for COc1cccc(C(=O)Nc2cc(NC(=O)c3cccs3)ccc2C)c1 ?
STK33 kinase inh: -1.0; Kir21 inh: 0.21

What do the screens show for `CCOC(=O)C1CCN(S(=O)(=O)c2ccc3c(c2)CC(C)N3C(=O)C2CC2)CC1` (stereo not drawn)?
STK33 kinase inh: -0.1; Kir21 inh: -1.7

What do the screens show for `Cn1cccc1C(=O)NNC(=O)COc1ccccc1F`?
STK33 kinase inh: -2.9; Kir21 inh: 0.05

Results for CSCc1cc(N(C)c2ccccc2)nc(-c2ccccc2)n1 ?
STK33 kinase inh: 0.3; Kir21 inh: -1.1

(more compounds)
How did CN(C)CCNc1oc(COc2ccc(Cl)cc2Cl)nc1C#N do in these assays?
STK33 kinase inh: -0.6; Kir21 inh: -0.47

Results for C=C(C(=O)c1ccccc1)C(c1ccccc1)C(C)C(=O)c1ccccc1 (stereo not drawn) ?
STK33 kinase inh: -2.0; Kir21 inh: -4.4*

What do the screens show for `O=C(Nc1ccccc1C(F)(F)F)N1CCN(c2ccccn2)CC1`?
STK33 kinase inh: -0.5; Kir21 inh: 1.7

How did Cc1ccc(NC(=O)COC(=O)C(NS(=O)(=O)c2ccc(Cl)cc2)C(C)O)cc1C (stereo not drawn) do in these assays?
STK33 kinase inh: -1.0; Kir21 inh: -1.4

Results for CC1CCCC(NC(=O)COC(=O)/C=C/c2ccc(S(=O)(=O)N3CCOCC3)cc2)C1C (stereo not drawn) ?
STK33 kinase inh: -1.9; Kir21 inh: -1

How did CCn1c(SCC(=O)Nc2ccc(OC)c(OC)c2)nnc1-c1cccs1 do in these assays?
STK33 kinase inh: 0.9; Kir21 inh: 0.43

How did O=C(NCc1ccccn1)Nc1ccc2c(c1)OCO2 do in these assays?
STK33 kinase inh: -0.7; Kir21 inh: 0.97

Results for CCOc1ccc(C(=O)Nc2ccc(Cc3ccncc3)cc2)cc1Br ?
STK33 kinase inh: 1.4; Kir21 inh: 1.2

What do the screens show for `COCCCNC(=O)CN(CCc1ccccc1)S(=O)(=O)c1ccc(C)cc1`?
STK33 kinase inh: -2.2; Kir21 inh: -1.3

Results for CCCn1c(=O)c(Cc2ccccc2)c(O)c2ccccc21 ?
STK33 kinase inh: -1.6; Kir21 inh: -2

How did CCCOc1ccc(C(=O)NC2CCSc3ccccc32)cc1 (stereo not drawn) do in these assays?
STK33 kinase inh: -0.7; Kir21 inh: 0.44

Results for CCOCCCNC(=S)N1C2CCC1CC(NC(=O)NC13CC4CC(CC(C4)C1)C3)C2 (stereo not drawn) ?
STK33 kinase inh: -0.6; Kir21 inh: 0.14

How did NNC(=O)CSc1nc(-c2ccccc2)cn1-c1ccccc1 do in these assays?
STK33 kinase inh: -0.9; Kir21 inh: -1.2

What do the screens show for `Cn1c(=O)c2c(SCc3c(F)cccc3Cl)nc(CC(C)(C)C)nc2n(C)c1=O`?
STK33 kinase inh: 0.0; Kir21 inh: 1.1

What do the screens show for `C[C@H](CO)N1C[C@H](C)[C@@H](CN(C)CC2CCCCC2)Oc2c(NC(=O)C3CC3)cccc2C1=O`?
STK33 kinase inh: 0.2

Results for O=c1c2ccccc2nc(N/N=C/c2c(O)ccc3ccccc23)n1O ?
STK33 kinase inh: 0.3; Kir21 inh: 0.44

How did CCCCNC(=O)CC1N=C2c3ccccc3N=C(SCC(=O)Nc3cccc(OC)c3)N2C1=O (stereo not drawn) do in these assays?
STK33 kinase inh: -0.9; Kir21 inh: -0.36

How did O=C(O)C1CCN(c2ncccn2)CC1 do in these assays?
STK33 kinase inh: -0.6; Kir21 inh: 1.1

What do the screens show for `Fc1ccccc1N1CCN(C(c2ccccn2)c2nnnn2C2CCCCC2)CC1` (stereo not drawn)?
STK33 kinase inh: 0.9; Kir21 inh: -1.4

Results for COc1ccc(NC(=O)CSc2c3c(nc4cc(Cl)ccc24)CCCC3)cc1OC ?
STK33 kinase inh: 0.5; Kir21 inh: -3.6

How did O=C(Nc1ccc2c(c1)OCCO2)c1cc2ccccc2o1 do in these assays?
STK33 kinase inh: -2.7; Kir21 inh: -1.5
